# Screening data deposited in PubChem by several laboratories.
# MrgX1 allo act: allosterically activates human MrgX1 receptor signaling; AID 588675; Q96LB2; 0.63% of 310,000 active; MrgX1-HEK293, Fluo-4 calcium flux, FDSS; active compounds read high; B-score at 10 µM;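 active = plate-corrected calcium response at least 3 library SD above typical, normal starting fluorescence, not activating the receptor alone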;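 note: compound read alongside a low EC10 to EC30 dose of BAM8-22 agonist; peak minus trough fluorescence over baseline measured at the second addition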
# TRPC4 block: blocks the mouse TRPC4 cation channel; Q9QUQ5; HEK293 TRPC4beta/mu-opioid, DAMGO-evoked Fluo4 calcium flux; active compounds read low; B-score at 10 µM; 0.39% of 300,000 active; AID 2247;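 active = B-score over 3 SD under the library average, no early fluorescence shift, positive overall ratio signal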
#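 Assay system: TRPC4beta/mu-opioid receptor HEK293 cell line; compound dosing: single concentration per test compound; detection: Fluo4 Ca2+ flux fluorescence; evaluation: per-well B score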
# TRPC6 activator: activators of mouse TRPC6 channel; Q61143; 0.13% of 310,000 active; HEK293-TRPC6 membrane potential dye fluorescence; active compounds read high; AID 2550; B-score at 10 µM;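 active = B-score of the integrated fluorescence ratio above library mean plus 3 SD, and starting fluorescence ratio within library mean plus 5 SD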;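 note: higher score means more depolarization so channel activation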
# Target sequence (Q61143 whole entry, looked up): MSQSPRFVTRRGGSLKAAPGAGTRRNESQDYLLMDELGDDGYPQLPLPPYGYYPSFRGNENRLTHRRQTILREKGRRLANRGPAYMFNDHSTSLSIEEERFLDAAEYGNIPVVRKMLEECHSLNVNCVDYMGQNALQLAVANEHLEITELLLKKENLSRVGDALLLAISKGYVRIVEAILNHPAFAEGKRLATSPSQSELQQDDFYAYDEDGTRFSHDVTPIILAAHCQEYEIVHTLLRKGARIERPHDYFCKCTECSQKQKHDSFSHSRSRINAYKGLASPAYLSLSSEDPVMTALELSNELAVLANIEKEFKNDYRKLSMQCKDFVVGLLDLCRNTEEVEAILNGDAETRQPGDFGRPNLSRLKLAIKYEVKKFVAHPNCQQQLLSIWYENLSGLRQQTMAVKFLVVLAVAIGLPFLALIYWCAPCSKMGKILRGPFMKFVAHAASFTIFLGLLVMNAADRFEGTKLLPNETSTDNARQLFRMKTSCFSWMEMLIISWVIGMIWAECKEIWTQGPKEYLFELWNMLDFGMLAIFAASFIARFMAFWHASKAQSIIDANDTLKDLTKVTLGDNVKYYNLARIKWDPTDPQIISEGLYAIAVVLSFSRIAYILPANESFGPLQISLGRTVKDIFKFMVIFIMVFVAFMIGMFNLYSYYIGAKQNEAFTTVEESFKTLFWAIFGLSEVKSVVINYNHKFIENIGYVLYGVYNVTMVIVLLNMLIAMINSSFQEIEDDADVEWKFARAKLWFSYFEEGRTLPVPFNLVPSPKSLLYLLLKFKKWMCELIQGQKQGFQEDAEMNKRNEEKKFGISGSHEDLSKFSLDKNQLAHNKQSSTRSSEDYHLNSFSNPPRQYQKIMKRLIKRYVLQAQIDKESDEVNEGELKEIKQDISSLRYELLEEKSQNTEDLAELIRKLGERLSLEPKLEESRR
# SKKanGAS inh: SKKanGAS growth inhibition. S. pyogenes SKKanGAS, kanamycin growth, BacTiter-Glo, 6 h. inhibition, % at 7.5 µM. 1.3% of 300,000 active;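 active = mean replicate score, as percent of positive control median, at least 50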;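 note: strain carries kanamycin resistance gene driven by streptokinase promoter and grows in 40 µg/ml kanamycin; loss of luminescence reflects streptokinase promoter inhibition or plain growth inhibition; 0% = median of DMSO wells and 100% = positive control at its reference dose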
# TRPC6 inh: inhibitors of mouse TRPC6 channel | HEK293-TRPC6, membrane potential dye, ACh-evoked depolarization; active compounds read low | 1.1% of 310,000 active | B-score at 10 µM | Q61143;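 active = B-score under library mean minus 3 SD, initial fluorescence not abnormally high, positive integrated signal ratio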;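 note: B-score derived from integrated fluorescence ratio over the kinetic read; more negative B-score means stronger inhibition of depolarization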
# MrgX1 ag: human MrgX1 receptor agonism, primary screen | Q96LB2 | MrgX1-HEK293 cells, Fluo-4 calcium fluorescence, agonist mode; active compounds read high | B-score at 10 µM | 0.44% of 310,000 active | AID 588627;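 active = calcium response B-score plate-corrected fluorescence ratio at least 3 library SD, with starting fluorescence B-score inside 5 SD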
#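 Material: HEK293 cells stably expressing human MrgX1 receptor | Quantity: 15,000 cells per well | Times: Cells plated overnight, dye loaded 0.5 h 37 °C, 0.5 h room temperature | Measured by: Kinetic Fluo-4 NW fluorescence of intracellular calcium | Control set: Positive and negative controls per plate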
# HIF act: HIF pathway transcriptional activation; U2OS HRE-luciferase reporter, luminescence; normalized: DMSO 0%, desferrioxamine 100%; activation, % at 7.5 µM (by protocol); 0.32% of 300,000 active; AID 1910;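 active = mean activation of at least 10% of the iron chelator positive control signal, with at least half of replicates also reaching 10%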
# MrgX1 antagonist: blocks BAM8-22 activation of human MrgX1 receptor. MRGX1-HEK293 calcium flux, Fluo-4, BAM8-22 antagonism; active compounds read low. AID 588676. B-score at 10 µM. 1.3% of 310,000 active;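 active = calcium-response B-score plate-corrected more than 3 library SD below zero, starting fluorescence within 5 deviations, no agonist response on first addition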;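 note: peak minus trough fluorescence over baseline after final BAM8-22 challenge near maximal dose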
# RGS4 inh: inhibitors of human RGS4 | HEK293 M3R/RGS4 inducible, Fluo-4 calcium flux; active compounds read high; triggered by carbachol at its EC20 | B-score at 10 µM | 0.45% of 310,000 active | P49798;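 active = B-score, a plate-corrected calcium signal, over three deviations above library mean, with baseline fluorescence within five deviations of library mean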;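 note: RGS4 expression induced by doxycycline in cells with stable M3 receptor; B-score is computed from the integrated fluorescence ratio over baseline after carbachol; higher B-score means a larger calcium signal and so more RGS4 inhibition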
# RGS4 act: potentiators or activators of RGS4; AID 463111; B-score at 10 µM; HEK293 M3R/inducible RGS4, carbachol calcium flux Fluo4; active compounds read low; 0.92% of 310,000 active;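 active = B-score of the integrated calcium signal more than 4 SD below the library mean, with starting fluorescence not abnormally high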;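 note: negative B-score means reduced calcium response which marks RGS4 activation or potentiation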
#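 test system = M3R-expressing HEK293 line, RGS4 induced by doxycycline | probe or stimulus = carbachol at ECmax as muscarinic agonist stimulus | timing = dye loading 30 min 37 °C, buffer rest 30 min RT | signal = calcium dye Fluo4 fluorescence | evaluation = B score from integrated fluorescence ratio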
# Platelet DG rel: platelet dense granule release activity. inhibition, %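 (compounds screened at 7.5 µM in platelet-rich plasma)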. AID 1663. 0.22% of 300,000 active. human platelet-rich plasma, SFLLRN dense granule ATP release, luminescence;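 active = mean replicate score, as percent of positive control, at or above 50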
# The depositor's hits bear a star; i = inactive; . = not tested or not shown.
SMILES,MrgX1 allo act,TRPC4 block,TRPC6 activator,SKKanGAS inh,TRPC6 inh,MrgX1 ag,HIF act,MrgX1 antagonist,RGS4 inh,RGS4 act,Platelet DG rel
COc1cccc(OC(=O)N2CCOCC2)c1,i,i,i,-10,i,i,1.1,i,i,i,7
Cc1ccc(C(=O)OCC(=O)NC(=O)c2ccccc2)o1,i,i,i,-3,i,i,-1.3,i,i,i,1
Cc1c2c(nc3ccccc13)CCC(C(C)(C)C)C2 (stereo not drawn),i,i,i,32,i,i,1.6,i,i,i,1
C/C(=N\NC(=O)C1CCCC1)c1ccc(C(C)C)cc1,i,i,i,4,i,i,-0.4,i,i,i,-6
CC1CN(C(=O)COC(=O)c2ccc(NC(=O)CC#N)cc2)CC(C)O1 (stereo not drawn),i,i,i,2,i,i,-1.1,i,i,i,9
CCOc1cc(C)c(S(=O)(=O)Nc2ccc3cn[nH]c3c2)cc1C,i,i,i,-7,i,i,0.1,i,i,i,-5
CCN1C(=O)CC(C(=O)Nc2ccc(F)cc2)SC1=Nc1cccc(OC)c1 (stereo not drawn),i,i,i,-1,i,i,-0.6,i,i,i,-9
CN1CCOCCOCCN(C)C1=O,i,i,i,8,i,i,-0.4,-4.6*,i,i,0
COc1ccc(CCNC(=O)c2cc(-c3cc(Cl)ccc3O)n[nH]2)cc1OC,i,i,i,8,i,i,0.1,i,i,i,17
COCCNc1nnc(SCC(=O)NNC(=O)c2ccccc2)s1,i,i,i,8,i,i,0.7,i,i,i,-1
Cn1c(C(=O)N2CCc3ccccc3C2)cc2c(=O)n3ccccc3nc21,i,i,i,-8,i,i,-0.2,-5.8*,i,i,-5
Cc1ccc(SCC(=O)NNC(=O)c2ccccc2)cc1C,i,i,i,-3,i,i,0.3,i,i,i,-29
CCSc1nnc(NC(=O)C(C)(C)C)s1,i,i,i,1,i,i,1.9,i,i,i,.
O=C(O)c1ccc(NC(CSCc2cccc(F)c2)C(=O)O)c([N+](=O)[O-])c1 (stereo not drawn),i,i,i,-15,i,i,0.0,i,i,i,-4
COc1cccc(C(=O)NCC(=O)N2CCC(C)CC2)c1,i,i,i,1,i,i,1.0,i,i,i,-4
CCOc1ccccc1N(CC(=O)N/N=C(\C)c1cccc(Br)c1)S(C)(=O)=O,i,i,i,5,i,i,0.1,i,i,i,1
Cc1ccc(-n2c(C)cc(C)c(C#N)c2=O)cc1Cl,i,-6*,i,0,i,i,-0.7,i,i,i,-1
CCN(CC)C(=O)CSc1nnc(-c2ccc(S(=O)(=O)NCc3ccccc3Cl)cc2)o1,i,i,i,-1,i,i,0.0,i,i,i,3
O=C(NC1CCCCC1)c1cccnc1Sc1ccccc1,i,i,i,0,i,i,-0.2,i,i,i,-32
CCn1ncc(CN2CCC(Oc3cc(C(=O)NC4CC4)ccc3OC)CC2)c1C,i,i,i,0,i,i,-0.1,i,i,i,9
CN(C)CC(C)(C)CNC(=S)Nc1ccc(S(=O)(=O)N2CCOCC2)cc1,i,i,i,-7,i,i,-0.1,i,i,i,7
COCCNC(=O)c1cc2c(=O)[nH]c3ccccc3c2s1,i,i,i,-4,i,i,-0.1,i,i,i,-4
Cn1cc(CN2CCC(CO)CC2)c(-c2ccc(Oc3ccccc3)cc2)n1,i,i,i,3,i,i,-0.2,i,i,i,1
CCOc1ccc(/C=C2\SC(=S)N(CCC(=O)N(CCO)c3ccccc3)C2=O)cc1,i,i,i,15,i,i,-1.7,i,i,i,6
Cn1c(COc2ccc(C(=O)O)cc2)nc2ccccc21,i,i,i,6,i,i,-1.9,i,i,i,6

# Going on with the list.
SMILES,MrgX1 allo act,TRPC4 block,TRPC6 activator,SKKanGAS inh,TRPC6 inh,MrgX1 ag,HIF act,MrgX1 antagonist,RGS4 inh,RGS4 act,Platelet DG rel
Cc1[nH]c2c(C)cccc2c1CCNS(=O)(=O)c1cccc([N+](=O)[O-])c1,i,i,i,4,-8.7*,i,0.6,i,i,i,1
Cc1c(NC(=O)c2ccc3c(c2)OCO3)cccc1-c1nc2ccccc2o1,i,i,i,-1,i,i,0.0,i,i,i,-1
COCCN(C(=O)c1ccccc1OC)c1nnc(C)s1,i,i,i,-3,i,i,0.1,i,i,i,0
Cc1cc(C)cc(S(=O)(=O)c2cn(C)c3cc(N4CCN(C)CC4)c(F)cc3c2=O)c1,i,i,i,-22,i,i,0.3,i,i,i,-6
Cc1ccc(N(C)S(=O)(=O)c2c(C)[nH]c(C)c2C(=O)N2CCCC2)cc1,i,i,i,0,i,i,0.1,i,i,i,4
O=C(Cc1n[nH]c(=O)c2ccccc12)OCC(=O)c1ccc2c(c1)OCCO2,i,i,i,3,i,i,1.6,i,i,i,2
Cc1cc(C)n(CC(O)CN2C(=O)NC(C)(C)C2=O)n1 (stereo not drawn),i,i,i,2,i,i,-0.2,i,i,i,9
Cc1onc(-c2ccccc2)c1C(=O)N1CCN(C)CC1,i,i,i,-9,i,i,.,i,i,i,7
Brc1ccccc1OCCCCn1cnc2ccccc21,i,i,i,11,i,i,3.0,i,i,i,-3
O=C1c2ccccc2C(=O)N1c1nc(-c2cccs2)cs1,i,i,i,-1,i,i,-0.1,i,i,i,-1
COc1ccc(C(=O)c2coc3ccc(O)c(CN4CCCCC4)c23)cc1,i,i,i,-4,-8.8*,i,-0.5,i,i,i,-3
COc1cc([N+](=O)[O-])cc(/C=N/NC(=O)C(C)Nc2cccc3ccccc23)c1O (stereo not drawn),i,i,i,39,i,i,-0.1,i,i,i,-1
CC(=O)OCC1OC(n2ccc3ccccc32)C(OC(C)=O)C(OC(C)=O)C1OC(C)=O (stereo not drawn),i,i,i,3,i,i,-1.2,i,i,i,2
Cc1csc(NC(=O)CCNC(=O)c2ccccc2Cl)n1,i,i,i,-8,i,i,2.0,i,i,i,-18
COc1ccccc1C(=O)COC(=O)c1nc2nc(C)cc(C)n2n1,i,i,i,-2,i,i,-5.8,i,i,i,-9
NS(=O)(=O)c1cccc(NS(=O)(=O)c2ccc(/C=C/C(=O)OCC(=O)c3ccc(Br)cc3)cc2)c1,i,i,i,25,i,i,-0.4,i,i,i,-1
COc1ccc(C(=O)C2CCCN(Cc3cccn3-c3nccs3)C2)cc1F (stereo not drawn),i,i,i,1,i,i,-0.4,i,i,i,0
Cc1noc(C)c1S(=O)(=O)N(C)CC(=O)Nc1ccc(F)cc1,i,i,i,-3,i,i,-0.3,i,i,i,9
COc1ccc2[nH]c(C(=O)N3CCc4ccccc4C3)c(C)c2c1,i,i,i,-2,i,i,2.8,i,i,i,-2
COc1ccc([N+](=O)[O-])cc1NC(=O)Cc1c(Cl)cccc1Cl,i,i,i,0,i,i,-0.5,i,i,i,14
CCc1ccc(CCC(=O)Nc2ccc(Br)cc2)o1,i,i,i,9,i,i,-0.3,i,i,i,-1
Cc1ccc2[nH]c(=O)c(CN(Cc3nnnn3Cc3ccccc3)C3CCCC3)cc2c1,i,i,i,4,i,i,0.0,i,i,i,-2
O=C(O)CCCCCNS(=O)(=O)/C=C/c1ccccc1,i,i,i,0,i,i,1.0,i,i,i,-5
CCOc1ccccc1-c1nc(C(N)=O)c2[nH]c(=O)n(-c3ccc(F)cc3)c2n1,i,i,i,0,i,i,0.1,i,i,i,-9
CCOC(=O)c1ccc(S(=O)(=O)Nc2ccc(N3CCOCC3)cc2)cc1,i,i,i,-3,i,i,0.3,i,i,i,-8

# (further entries)
SMILES,MrgX1 allo act,TRPC4 block,TRPC6 activator,SKKanGAS inh,TRPC6 inh,MrgX1 ag,HIF act,MrgX1 antagonist,RGS4 inh,RGS4 act,Platelet DG rel
C=C(C)CN(CC)CCC(=O)Nc1ccc(OC)cc1OC,i,i,i,2,i,i,0.1,i,i,i,15
CCOC(=O)c1c(N2C(=O)Nc3ccccc3N2O)sc2c1CCCC2,i,i,i,0,i,37*,0.2,i,i,i,4
CSC1=NCCN1S(=O)(=O)c1ccc(NC(C)=O)cc1,i,i,i,7,i,i,-0.3,i,i,i,-3
COc1ccccc1N(CC(=O)NCc1cccnc1)S(C)(=O)=O,i,i,i,-2,i,i,0.6,i,i,i,5
O=C(CNC(=O)c1cccs1)OCc1c(F)cccc1Cl,i,i,i,4,i,i,1.1,i,i,i,1
COc1ccc(NC(=O)C2=C(C)C(=O)OC23CCC(C)CC3)cc1Cl (stereo not drawn),i,i,i,-7,i,i,-0.1,i,i,i,-1
CCOC(=O)c1ccc(N/C=C\C(=O)c2cccc(OC)c2)cc1,i,i,i,-1,i,i,0.5,i,i,i,15
CN(C)/C=C(\C=O)c1ncc(C(F)(F)F)cc1Cl,i,i,i,6,i,i,-0.3,i,i,i,-5
CCOc1ccc(-n2c(Cc3cc(=O)[nH]c(=O)[nH]3)nnc2SCC)cc1,i,i,i,-7,i,i,0.1,i,i,i,6
COCC1CCN(Cc2nc(COc3ccccc3)no2)C1 (stereo not drawn),i,i,i,5,i,i,0.7,i,i,i,-2
CC(C)/C=N/NC(=O)c1cccc(N2CCCC2=O)c1,i,i,i,-6,i,i,0.0,i,i,i,-1
Cc1ccc(S(=O)(=O)CCc2ccccn2)cc1,i,i,i,-6,i,i,0.5,i,i,i,2
Cc1c(Cl)ccc2c1NC(=O)C21NC(CCC(N)=O)[C@H]2C(=O)N(c3ccc(Cl)cc3)C(=O)[C@H]21 (stereo partly drawn),i,i,i,2,i,i,-0.8,i,i,i,4

# Profiles, quoted from the list:
# Cn1c(C(=O)N2CCc3ccccc3C2)cc2c(=O)n3ccccc3nc21 is entered as MrgX1 allo act = i; TRPC4 block = i; TRPC6 activator = i; SKKanGAS inh = -8; TRPC6 inh = i; MrgX1 ag = i; HIF act = -0.2; MrgX1 antagonist = -5.8*; RGS4 inh = i; RGS4 act = i; Platelet DG rel = -5
# CCOc1ccc(-n2c(Cc3cc(=O)[nH]c(=O)[nH]3)nnc2SCC)cc1 is entered as MrgX1 allo act = i; TRPC4 block = i; TRPC6 activator = i; SKKanGAS inh = -7; TRPC6 inh = i; MrgX1 ag = i; HIF act = 0.1; MrgX1 antagonist = i; RGS4 inh = i; RGS4 act = i; Platelet DG rel = 6
